APJ ag: agonists of human APJ apelin receptor; CHO-K1 APJ PathHunter beta-arrestin, luminescence; 0% DMSO wells, 100% apelin; P35414; 330,000 tested, 0.11% active; activation, % at 20 µM;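 active = activation more than six SD over the plate average, tested at 20 µM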;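 note: 0% = DMSO alone and 100% = apelin-13 at 10 nM; some results filed as inactive read as strong as hits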
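Test system: CHO-K1 APJ beta-arrestin complementation cell line | Compound: Single test compound dose, 20 µM final, 1% DMSO | Incubation: Compound 90 min 25 °C, reagent 1 h | Measured by: beta-gal luminescence | Read-out basis: APJ–arrestin association signal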
tim23-1 inh: inhibits growth of tim23-1 mutant yeast | S. cerevisiae tim23-1 growth, BacTiter-Glo luminescence, 24 h | inhibition, % at 20 µM | 330,000 tested, 1.3% active;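 active = growth inhibition of the mutant yeast at or above 50%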;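 note: temperature-sensitive mutant grown at 25 °C; plate controls were DMSO-treated mutant yeast for no effect and medium wells lacking yeast for full effect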
697 NFkB inh: inhibitors of the PMA/ionomycin-induced NF-kB reporter in 697 B cells; 697 B-cell NF-kB luciferase reporter, 16 h; inhibition, % at 4 µM; 330,000 tested, 0.33% active; AID 435022; in the data active = inhibition above about 35%
APJ antagonist: blocks the human apelin receptor APJ | P35414 | CHO-K1 APJ beta-arrestin complementation, luminescence | inhibition, % at 20 µM | 330,000 tested, 0.32% active;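 active = inhibition above about 40% at 20 µM, limit read from the data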;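 note: cells challenged with 10 nM apelin-13 agonist together with compound; plate controls were apelin-13 plus DMSO wells for no effect and DMSO wells lacking apelin-13 for full effect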
XBP1 UPR activ: activators of adaptive arm of unfolded protein response (XBP1); CHO-XBP1 luciferase reporter, IRE1-XBP1 UPR activation, luminescence; percent of tunicamycin response, DMSO as zero; activation, % at 20 µM; 330,000 tested, 0.33% active; AID 463104;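 active = versus positive control, 20 µM dose yields 30% or more activation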;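 note: 100% = tunicamycin at 10 µg/mL and 0% = DMSO only wells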
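Material: CHO cell line with stable XBP1 luciferase reporter; schedule: 16-18 h cell attachment at 37 °C, then 6 h compound exposure; signal: glow luminescence from Steady-Glo reagent; medium: serum-containing F12 medium, 10% FBS; benchmarks: tunicamycin 10 µg/mL and vehicle-only wells; read-out: percent activation relative to tunicamycin reference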
CHOP UPR activ: apoptotic UPR (CHOP) activation. 330,000 tested, 0.34% active. AID 449763. activation, % at 10 µM. CHO-CHOP luciferase reporter, luminescence; percent of tunicamycin response over DMSO baseline;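 active = at 10 µM dose, activation of 40% or more, normalized to positive control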;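 note: 100% = tunicamycin at 10 µg/mL and 0% = DMSO alone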
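Assay system: CHO cells with stable CHOP pathway luciferase reporter; Buffer or medium: F12 plus 10% serum; Times: 16-18 h cell attachment, then 6 h compound exposure, 37 °C; Signal: luciferase luminescence; Read-out basis: percent activation relative to tunicamycin control; Control set: tunicamycin high control, DMSO low control.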
Mdm2-MdmX inh: inhibitors of human Mdm2/MdmX interaction | O15151+Q00987 | SaOS-2 split-luciferase Mdm2/MdmX complementation, luminescence | inhibition, % at 8 µM | 330,000 tested, 3% active | AID 485346;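 active = inhibition of at least 50% at 8 µM in the primary screen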
Target sequence (O15151 whole entry, looked up): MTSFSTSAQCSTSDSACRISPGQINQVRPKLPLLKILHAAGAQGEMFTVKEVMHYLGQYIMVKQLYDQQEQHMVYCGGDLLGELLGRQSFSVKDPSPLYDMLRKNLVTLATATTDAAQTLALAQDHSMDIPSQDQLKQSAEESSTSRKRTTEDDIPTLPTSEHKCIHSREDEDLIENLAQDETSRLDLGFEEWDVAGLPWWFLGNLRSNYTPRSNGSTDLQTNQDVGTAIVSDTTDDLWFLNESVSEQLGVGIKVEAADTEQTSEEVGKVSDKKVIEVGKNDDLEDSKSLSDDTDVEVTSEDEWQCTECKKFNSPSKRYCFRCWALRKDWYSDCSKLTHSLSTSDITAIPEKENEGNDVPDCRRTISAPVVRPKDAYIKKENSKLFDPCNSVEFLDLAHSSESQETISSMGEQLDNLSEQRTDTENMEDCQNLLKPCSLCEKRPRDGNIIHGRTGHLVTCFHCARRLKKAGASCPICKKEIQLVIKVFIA
Target sequence (Q00987 whole entry, looked up): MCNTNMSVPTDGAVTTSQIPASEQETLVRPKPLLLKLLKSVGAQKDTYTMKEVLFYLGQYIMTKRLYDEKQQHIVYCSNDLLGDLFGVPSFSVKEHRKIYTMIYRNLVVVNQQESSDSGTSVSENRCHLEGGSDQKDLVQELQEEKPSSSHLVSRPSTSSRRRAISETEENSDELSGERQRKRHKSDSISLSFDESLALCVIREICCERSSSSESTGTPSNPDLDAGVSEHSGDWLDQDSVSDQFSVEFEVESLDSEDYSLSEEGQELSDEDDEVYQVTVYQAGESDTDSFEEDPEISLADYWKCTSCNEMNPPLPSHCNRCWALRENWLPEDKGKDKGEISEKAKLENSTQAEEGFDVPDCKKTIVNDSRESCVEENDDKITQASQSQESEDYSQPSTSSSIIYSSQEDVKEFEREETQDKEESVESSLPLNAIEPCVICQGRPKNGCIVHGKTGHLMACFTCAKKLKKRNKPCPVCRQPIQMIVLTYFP
Jurkat NFkB inh: inhibitors of the PMA/ionomycin-induced NF-kB reporter in Jurkat cells; PMA/ionomycin-induced NF-kB luciferase reporter, luminescence; inhibition, % at 4 µM; 330,000 tested, 0.53% active; AID 435003; in the data active = inhibition above about 50%
An asterisk follows results filed as active. The order is random. About 5% of those tested had a hit in this group.

(1) COc1ccc(CCN(C)CCc2ccc(OC)c(OC)c2)cc1OC
(2) CCC1=NN2C(=N)/C(=C/c3c(C)nn(-c4ccccc4)c3Cl)C(=O)N=C2S1
(3) CC(=O)C1=C(O)C(=O)N(c2ccccn2)C1c1ccccc1[N+](=O)[O-] (stereo not drawn)
(4) CCOc1ccc(NC(=S)NC(C)CCc2ccccc2)cc1 (stereo not drawn)
(5) CCC1(CC)NC(=O)N(CC(=O)OCC(=O)Nc2sccc2C#N)C1=O

screen / no.	1	2	3	4	5
APJ ag	-7	-2	-1	-4	-2
tim23-1 inh	2	23	5	34	4
697 NFkB inh	19	-2	-11	8	15
APJ antagonist	-4	14	-19	2	-9
XBP1 UPR activ	-4	-4	-3	-1	-3
CHOP UPR activ	0.3	-1.5	-1.9	0.2	-0.8
Mdm2-MdmX inh	0	19	31	23	9
Jurkat NFkB inh	-21	1	-14	12	-2

Four compounds drawn at random from the list so far:
(1) COc1ccc(CCN(C)CCc2ccc(OC)c(OC)c2)cc1OC
(4) CCOc1ccc(NC(=S)NC(C)CCc2ccccc2)cc1 (stereo not drawn)
(3) CC(=O)C1=C(O)C(=O)N(c2ccccn2)C1c1ccccc1[N+](=O)[O-] (stereo not drawn)
(2) CCC1=NN2C(=N)/C(=C/c3c(C)nn(-c4ccccc4)c3Cl)C(=O)N=C2S1

screen / no.	1	4	3	2
APJ ag	-7	-4	-1	-2
tim23-1 inh	2	34	5	23
697 NFkB inh	19	8	-11	-2
APJ antagonist	-4	2	-19	14
XBP1 UPR activ	-4	-1	-3	-4
CHOP UPR activ	0.3	0.2	-1.9	-1.5
Mdm2-MdmX inh	0	23	31	19
Jurkat NFkB inh	-21	12	-14	1

(more compounds)
(6) CC(NC(=O)COc1ccccc1)C(c1cccs1)N1CCCC1 (stereo not drawn)
(7) Cn1c(NCC(O)c2ccccc2)nc2c1c(=O)n(Cc1ccc(Cl)cc1)c(=O)n2C (stereo not drawn)
(8) COc1ccccc1/C=C(/C(=O)OCC(=O)Nc1cc(C)ccc1C)c1ccccc1
(9) CC12CN3CC(C)(CN(C1)C3c1ccc3c(c1)OCO3)C2 (stereo not drawn)
(10) CCn1ncc(CNC(=O)C2(C)CC2(Cl)Cl)c1C (stereo not drawn)

screen / no.	6	7	8	9	10
APJ ag	2	2	-3	-4	0
tim23-1 inh	-14	8	2	8	5
697 NFkB inh	4	4	-5	-13	2
APJ antagonist	15	-7	8	1	-12
XBP1 UPR activ	1	-4	-1	0	-2
CHOP UPR activ	0.9	0.8	-3.8	5.4	-0.3
Mdm2-MdmX inh	11	3	20	12	-19
Jurkat NFkB inh	0	-4	-26	-12	16

(11) CCCn1ncc([C@@H]2C[C@H]3CN(Cc4cccc(Cl)c4)C(=O)[C@]34CCCN24)c1C
(12) OCC1(CCOc2ccccc2)CCN(CC2=Cc3cc(Cl)ccc3OC2)CC1
(13) O=C(CSCc1ccc(F)cc1)NCc1ccc2c(c1)OCO2
(14) O=C(c1cc2ccccc2cc1O)N1CCN(c2ccccc2O)CC1
(15) O=C(CSc1nc(C(F)(F)F)cc(=O)[nH]1)Nc1nccs1

screen / no.	11	12	13	14	15
APJ ag	-4	-2	-2	0	9
tim23-1 inh	15	-95	11	21	-7
697 NFkB inh	4	-4	14	-6	-13
APJ antagonist	8	2	0	4	12
XBP1 UPR activ	-2	2	0	1	2
CHOP UPR activ	-0.8	-2.9	-1.6	1.0	0.4
Mdm2-MdmX inh	-2	25	-23	6	20
Jurkat NFkB inh	-19	4	-7	5	11

(16) N#Cc1ccc(OCC(=O)OCCCOC(=O)COc2ccc(C#N)cc2)cc1
(17) CCOc1ccccc1NC(=O)COC(=O)C1CCC(=O)N1 (stereo not drawn)
(18) CCOC(=O)N1CCN(c2c(NCCCN3CCCC(C)C3)c(=O)c2=O)CC1 (stereo not drawn)
(19) CCOc1ccc(NC2CCCCC2NS(=O)(=O)c2ccccc2)cc1 (stereo not drawn)
(20) Cc1ccc(NC(CC(=O)c2ccccc2)c2ccc(F)cc2)cc1 (stereo not drawn)

screen / no.	16	17	18	19	20
APJ ag	-4	-2	-1	-1	-2
tim23-1 inh	23	-7	-13	21	8
697 NFkB inh	3	-3	-1	17	-1
APJ antagonist	-3	1	-68	23	-7
XBP1 UPR activ	-4	-1	-1	-4	2
CHOP UPR activ	-2.4	0.9	-1.2	1.8	5.3
Mdm2-MdmX inh	-7	16	6	10	-29
Jurkat NFkB inh	13	4	-3	5	-1

(21) O=C(CSc1nc2cc(Cl)ccc2s1)N1CCCc2ccccc21
(22) O=C(Nc1ccccc1N1CCOCC1)c1cccnc1
(23) CC(C)Oc1ccc(CN=C(N)N=C(N)N)cc1Cl
(24) CCN(C(=O)c1ccc(S(=O)(=O)N2CCCCC2)cc1)C1CCS(=O)(=O)C1 (stereo not drawn)
(25) Cn1cc(S(=O)(=O)NC2CCCCCC2)c(=O)n(C)c1=O

screen / no.	21	22	23	24	25
APJ ag	-4	1	-1	-2	-1
tim23-1 inh	22	25	-2	-8	0
697 NFkB inh	23	-9	-7	8	-31
APJ antagonist	11	4	4	22	7
XBP1 UPR activ	-1	3	0	0	-1
CHOP UPR activ	0.5	1.5	-1.6	1.0	-0.9
Mdm2-MdmX inh	38	-5	29	5	18
Jurkat NFkB inh	18	-7	-2	10	15

(26) CCc1cc(=O)oc2cc(C)cc(OC(C)C(=O)NCCCN3CCOCC3)c12 (stereo not drawn)
(27) CCN(CC)P(=O)(Nc1ccccc1Br)c1ccc(N(C)C)cc1NC(=O)c1ccco1 (stereo not drawn)
(28) CCCOc1ccc(C(=O)NC(C)C(=O)O)cc1 (stereo not drawn)
(29) Cc1c(N/C=C/C(=O)c2cccs2)c(=O)n(-c2ccccc2)n1C
(30) O=S(=O)(Nc1ccon1)c1ccc(F)c(F)c1

screen / no.	26	27	28	29	30
APJ ag	-4	-4	-5	0	13
tim23-1 inh	9	14	0	14	-3
697 NFkB inh	8	2	10	-13	8
APJ antagonist	1	5	4	4	11
XBP1 UPR activ	-5	-1	-1	-2	-4
CHOP UPR activ	-1.2	2.6	0.4	-1.3	-0.5
Mdm2-MdmX inh	4	0	-16	-2	-28
Jurkat NFkB inh	5	6	11	-4	3

(31) CS(=O)(=O)N1CCCC(C(=O)Nc2ccc(F)c(F)c2)C1 (stereo not drawn)
(32) CCOC(=O)CSc1nc2c(c(=O)n(Cc3ccccc3Cl)c(=O)n2C)n1C
(33) Cc1ccccc1-c1nnc(NC(=O)c2ccc(N3C(=O)CCC3=O)cc2)s1
(34) Cc1ccc(C(=O)Nc2cc(Cl)ccc2-n2cncn2)o1
(35) O=C(NC1CC2CCCC(C1)N2C(=O)NCc1ccccc1)C1CC1 (stereo not drawn)

screen / no.	31	32	33	34	35
APJ ag	-3	-7	-4	-2	-5
tim23-1 inh	1	-5	-3	19	3
697 NFkB inh	14	-11	-3	3	6
APJ antagonist	16	-2	-2	11	1
XBP1 UPR activ	-1	-2	1	-7	-3
CHOP UPR activ	-3.1	-1.1	3.4	1.5	-1.1
Mdm2-MdmX inh	14	-3	-21	21	-6
Jurkat NFkB inh	-1	-14	-2	-1	-5

(36) Cc1noc(C)c1S(=O)(=O)Nc1ccc(C(=O)N2CCN(c3ccc(F)cc3)CC2)cc1
(37) O=C(Cc1ccccc1)Nc1ccnn1C1CCN(Cc2nccs2)CC1
(38) Cc1cc(NC(=O)C(C)C)n(-c2nc3ccccc3s2)n1
(39) Cc1nc2ccccc2c(=O)n1/N=C/c1ccc(O)cc1
(40) O=CNc1ccc(OC(=O)c2cncc(Br)c2)cc1

screen / no.	36	37	38	39	40
APJ ag	-2	-2	0	-4	-4
tim23-1 inh	7	16	15	6	-8
697 NFkB inh	9	12	-11	12	5
APJ antagonist	-5	18	0	-5	-23
XBP1 UPR activ	1	-6	10	3	1
CHOP UPR activ	0.2	-0.6	4.1	0.4	-2.0
Mdm2-MdmX inh	16	10	23	22	-4
Jurkat NFkB inh	4	0	-48	-4	7

(41) O=C1C2C3C=CC(C3)C2C(=O)N1c1ccc(-c2nc3ccccc3o2)cc1 (stereo not drawn)
(42) O=C(COc1ccc(-c2ccccc2)cc1)NNC(=O)Nc1ccc(F)cc1F
(43) COc1ccc(C(=O)COC(=O)CN2C(=O)NC3(CC(C)CC(C)(C)C3)C2=O)c(OC)c1 (stereo not drawn)
(44) N#Cc1c(N)sc(=S)c2c1CCCC2
(45) Cc1cc(C(=O)Nc2c(C)nn(Cc3ccccc3)c2C)on1

screen / no.	41	42	43	44	45
APJ ag	5	4	-5	3	0
tim23-1 inh	12	1	29	24	7
697 NFkB inh	-107	10	10	-17	1
APJ antagonist	-3	1	-8	-8	14
XBP1 UPR activ	-2	-2	-3	-5	-1
CHOP UPR activ	5.8	1.6	-0.5	0.0	1.3
Mdm2-MdmX inh	-22	-5	3	6	16
Jurkat NFkB inh	-172	0	-4	-8	7

(46) CCOC(=O)/C(=C\c1c[nH]c2ccccc12)NC(C)=O
(47) CC(C)(C)c1cn(-c2ccccc2)c(=S)[nH]1
(48) CCCCNC(=O)Cn1cnc2sc(C)c(S(=O)(=O)N3CCN(c4ncccn4)CC3)c2c1=O
(49) O=C(NC1CCCCC1)C(c1ccccn1)N(C(=O)c1csnn1)c1ccccc1F (stereo not drawn)
(50) COCCn1nnnc1CN1CCC(O)(c2cccc(C(F)(F)F)c2)CC1

screen / no.	46	47	48	49	50
APJ ag	-2	2	-1	1	1
tim23-1 inh	13	4	-12	3	0
697 NFkB inh	20	-17	12	10	-8
APJ antagonist	-2	21	8	17	3
XBP1 UPR activ	1	3	-2	-5	3
CHOP UPR activ	-1.0	0.7	1.0	-0.9	0.9
Mdm2-MdmX inh	6	15	15	37	18
Jurkat NFkB inh	10	2	13	5	-7

(51) O=C(NC1CCCCCC1)C1CCN(C(=O)c2ccc(Br)cc2)CC1
(52) CC(C)(C)c1ccc(-c2nnc(SCC(=O)Nc3sc4c(c3C#N)CCCC4)o2)cc1
(53) O=C(Cn1ccc2ccccc2c1=O)NCC(=O)N1CCCCC1
(54) COc1ccc(NS(=O)(=O)c2cc(N)ccc2N2CCOCC2)cc1
(55) O=C(COC(=O)c1n[nH]c(=O)c2ccccc12)Nc1ccccc1
(56) CCCOc1ccc(N2C(=O)CC(N(O)c3ccccc3)C2=O)cc1 (stereo not drawn)
(57) O=C(NCCCN1CCOCC1)C1CCN(S(=O)(=O)c2c(Cl)cccc2Cl)CC1

screen / no.	51	52	53	54	55	56	57
APJ ag	-3	-4	-2	-2	4	-28	-3
tim23-1 inh	24	7	0	16	8	13	-4
697 NFkB inh	-9	1	20	8	11	-62	-9
APJ antagonist	0	3	5	9	2	-5	6
XBP1 UPR activ	-5	-1	0	-4	2	5	-5
CHOP UPR activ	1.1	0.1	-2.1	-0.8	0.8	192*	-0.2
Mdm2-MdmX inh	19	5	13	-9	15	-35	16
Jurkat NFkB inh	9	4	11	7	13	-11	-7

Screening data (PubChem BioAssay)
